p53ts 32C kill: qHTS Screen for Compounds that Selectively Target Cancer Cells with p53 Mutations: Cytotoxicity of p53ts Cells at the Permissive Temperature; AID 924, 2007; Potency, µM (highest dose often 46.1 µM), without a hit: at the highest dose activity change, negative = cytotoxicity, hits mostly cytotoxic; H1299-p53A138V at 32C, ATP luminescence viability, 24 h; 130,000 compounds, 0.93% hits;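 also: 0% = DMSO and -100% = full killing by reference compound; nearly all actives have a fitted effect of over 55% in size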
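Viability by ATPlite luminescence after 24 h compound treatment (up to 46 uM) at the permissive 32C. Cells are H1299 carrying p53 A138V. Scale runs from DMSO basal to 100 uM tamoxifen as full kill; AC50 from Hill fits.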
p53ts 39C kill: qHTS Screen for Compounds that Selectively Target Cancer Cells with p53 Mutations: Cytotoxicity of p53ts Cells at the Nonpermissive Temperature; 130,000 compounds, 1.5% hits; Potency, µM (doses to about 46.1 µM), without a hit: at the top dose activity change, negative = cell killing, usual class: cytotoxic; H1299-p53A138V viability at 39C, ATP luminescence, 24 h; also: nearly all actives have a fitted effect of over 55% in size
IkB signaling: IkB Signaling | ABC-DLBCL IkBa-CBG/CBR dual luciferase ratio, 4 h; response scale: scaled: untreated 0%, proteasome inhibitor 100% | 110,000 compounds, 0.04% hits | Potency, µM (series often up to 57.1 µM), without a hit: at the highest dose IkBa stabilization activation; active = well fitted curve in the direction sought with a large enough effect in the signal ratio, not every such curve was filed as active; inconclusive = small, poorly fitted or top-dose-only effect, or a change in a side signal; the % refers to the signal ratio;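 also: the direction sought is a rising ratio; 0% = basal untreated cells and 100% = reference inhibitor full response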
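Curves were fitted separately to fusion (green), unfused (red) and ratio luminescence, then classed by r2, magnitude and activity. Cells: OCI-Ly3, 4 h compound plus doxycycline at 37C; 10 uM MG-132 defined full response.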
Imprint erasure: qHTS Assay for Compounds that Induce Erasure of Genomic Imprints; mouse ES Peg3-LacZ reporter, beta-gal luminescence, 40 h; Potency, µM (highest dose often 60.7 µM), for inactives: at the top dose activity change, positive = activation, most hits filed as activators; 110,000 compounds, 0.02% hits; AID 1948, 2009;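 also: 0% = negative control wells on the plate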
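Each well holds 300 Peg3LacZ-Neo (maternal) female ES cells incubated 40 h at 37C, 5% CO2. LacZ is measured by BetaGlo luminescence, with AC50 and maximum efficacy derived from dose-response curves.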
Starred values were filed as active, the others as inactive; ? = inconclusive; . = not tested or not shown; [ ] = another dose, or the depositor's remark. Unless noted, calls follow the shape of the dose curve; as a rule, active = well fitted curve in the direction sought with a large enough effect; inconclusive = small, poorly fitted or top-dose-only effect, or another doubt; inactive = no such curve, though single readings can be large; an effect the other way counts as inactive or inconclusive. Unless noted, % is scaled to controls: 0 for no effect and ±100 for the full control effect; potency is read from the fitted curve at half-maximal effect.

SMILES	p53ts 32C kill	p53ts 39C kill	IkB signaling	Imprint erasure
Cc1oc2nc(SCC(=O)NCc3cccnc3)nc(N)c2c1C	-4.0%	9.2%	1.0%	-9.6%
Cc1ccc(NC(=O)c2sc3nc[nH]c(=O)c3c2C)cc1C	19.6%	?	-2.8%	?
Cc1cc(N2CCCCC2)nc2ccc(NC(=O)c3cccc(F)c3)cc12	-11.6%	?	?	-13.4%[10.9 µM]
COC(=O)/C=C(\C)NC(=O)c1cccs1	1.2%	6.9%	-1.1%	-6.4%
O=C(O)CCSc1nnc(-c2ccccc2)n1-c1ccccc1	-6.5%	2.6%	-1.6%	-1.7%
Cc1ccc(CNC(=O)c2cccc(-n3cnc4cccnc43)c2)cc1	3.6%	-6.2%	?	10.1%[10.9 µM]
O=C(Nc1onc2c1CCCC2)c1ccccc1	?	?	-1.2%	-47.9%[inhibitor][10.9 µM]
COc1ccc(OCC(=O)NCc2ccc3c(c2)CCN3C(=O)c2ccc(F)cc2)cc1	-0.3%	?	-1.6%	-13.6%[10.9 µM]
COc1ccccc1-c1c(C)nn2c(N3CCN(c4cccc(Cl)c4)CC3)cc(C)nc12	-4.0%	10.0%	0.6%	-17.5%[10.9 µM]
N[C@@H](Cn1ccc(=O)n(Cc2ccccc2C(=O)O)c1=O)C(=O)O	2.3%	7.4%	0.2%	1.9%
CCCNC(=O)CN(c1ccc(F)c(Cl)c1)S(C)(=O)=O	-2.2%	-0.9%	1.5%	7.0%
N=c1sccn1CC(=O)Nc1ccc(S(=O)(=O)N2CCOCC2)cc1	1.4%	6.3%	1.6%	-7.6%
CCCCCCOC(=O)Sc1nc2ccccc2o1	?	-26.1%	?	-15.0%
COc1cccc(-c2nc3c(C#N)c[nH]n3c2NC2CCC(C)CC2)c1 (stereo unspecified)	15.1%	-17.3%	7.3%	-22.2%[10.9 µM]
CCOc1ccccc1NC(=O)n1ncc2cc(Cl)ccc21	0.6%	8.8%	?	-13.3%[10.9 µM]

At a glance, some entries already given:
SMILES	p53ts 32C kill	p53ts 39C kill	IkB signaling	Imprint erasure
Cc1oc2nc(SCC(=O)NCc3cccnc3)nc(N)c2c1C	-4.0%	9.2%	1.0%	-9.6%
Cc1ccc(NC(=O)c2sc3nc[nH]c(=O)c3c2C)cc1C	19.6%	?	-2.8%	?
Cc1cc(N2CCCCC2)nc2ccc(NC(=O)c3cccc(F)c3)cc12	-11.6%	?	?	-13.4%[10.9 µM]
COC(=O)/C=C(\C)NC(=O)c1cccs1	1.2%	6.9%	-1.1%	-6.4%
O=C(O)CCSc1nnc(-c2ccccc2)n1-c1ccccc1	-6.5%	2.6%	-1.6%	-1.7%
Cc1ccc(CNC(=O)c2cccc(-n3cnc4cccnc43)c2)cc1	3.6%	-6.2%	?	10.1%[10.9 µM]
O=C(Nc1onc2c1CCCC2)c1ccccc1	?	?	-1.2%	-47.9%[inhibitor][10.9 µM]
COc1ccc(OCC(=O)NCc2ccc3c(c2)CCN3C(=O)c2ccc(F)cc2)cc1	-0.3%	?	-1.6%	-13.6%[10.9 µM]
COc1ccccc1-c1c(C)nn2c(N3CCN(c4cccc(Cl)c4)CC3)cc(C)nc12	-4.0%	10.0%	0.6%	-17.5%[10.9 µM]
N[C@@H](Cn1ccc(=O)n(Cc2ccccc2C(=O)O)c1=O)C(=O)O	2.3%	7.4%	0.2%	1.9%
CCCNC(=O)CN(c1ccc(F)c(Cl)c1)S(C)(=O)=O	-2.2%	-0.9%	1.5%	7.0%
N=c1sccn1CC(=O)Nc1ccc(S(=O)(=O)N2CCOCC2)cc1	1.4%	6.3%	1.6%	-7.6%
CCCCCCOC(=O)Sc1nc2ccccc2o1	?	-26.1%	?	-15.0%
COc1cccc(-c2nc3c(C#N)c[nH]n3c2NC2CCC(C)CC2)c1 (stereo unspecified)	15.1%	-17.3%	7.3%	-22.2%[10.9 µM]

The listing continues.
SMILES	p53ts 32C kill	p53ts 39C kill	IkB signaling	Imprint erasure
Cc1cc(NC(=O)CN(C)S(=O)(=O)c2ccc3c(c2)CCC(=O)N3)ccc1Br	0.8%	-13.3%	1.5%	9.9%[10.9 µM]
COC(=O)[C@@]1(Cc2ccccc2)[C@H]2c3cc(C(=O)N4CCCC4)n(Cc4ccc(C)o4)c3C[C@H]2CN1C(=O)c1ccccc1	35.4%[activator]	28.8%	.	-28.4%
Cc1cc(C)cc(Nc2nc3c(S(=O)(=O)c4cccc(Cl)c4)nnn3c3ccsc23)c1	8.1%	-13.5%	-0.4%	-7.5%[10.9 µM]
CCOC(=O)c1c(C)oc2ncnc(NCCc3ccccc3)c12	-5.1%	-9.4%	?	18.2%[10.9 µM]
Cc1nc2ccn(Cc3cccnc3)c(=O)c2cc1C(=O)Nc1ccc(OC(F)(F)F)cc1	-2.2%	-20.2%	?	-10.9%[10.9 µM]
CCN(CC)c1ccc(-n2c(C)c(C(C)=O)c(C(C)=O)c2C)cc1	4.3%	-3.7%	1.6%	-5.7%
CCc1ccc(CNC(=O)c2cc3cc(S(=O)(=O)N4CCCCC4)ccc3n2C)cc1	2.2%	-11.6%	-0.4%	-9.0%[10.9 µM]
COc1cc(N2C(=O)CSC23C(=O)N(Cc2cccc(F)c2)c2ccccc23)cc(OC)c1OC (stereo unspecified)	7.7%	-4.6%	?	-4.9%[10.9 µM]
O=C(NCC1(c2ccccc2)CCCC1)C(=O)N1CCOCC1	-1.1%	-1.9%	.	.
CCOc1ccc(Cl)cc1CSc1n[nH]c(CC)n1	-4.6%	-5.3%	-1.3%	-9.4%
Cc1ccccc1N1CCN(S(=O)(=O)C[C@@]23CC[C@H](C[C@H]2NC(=O)[C@@H](N)CCS(C)(=O)=O)C3(C)C)CC1	5.0%	5.7%	-4.8%	.
COc1cccc(C(=O)c2cn(CC(=O)Nc3cccc(C(F)(F)F)c3)c3nc(C)ccc3c2=O)c1	23.1%	-7.6%	?	22.6%[10.9 µM]
COc1ccccc1NC(=O)CSc1nc(O)cc(=O)n1-c1ccccc1OC	-3.7%	13.6%	16.9%	-6.2%
COc1ccc2ccccc2c1/C=N/O	-3.3%	-14.5%	0.2%	-10.7%
CCOc1c(C)cc(-c2ncccc2O)cc1C	-15.7%	-6.0%	-3.1%	.
CCC(=O)c1ccccc1OCCCn1cncn1	6.0%	20.9%	0.8%	-24.2%
COCCCn1c(SCC(=O)N2CCc3ccccc32)nnc1-c1ccco1	2.2%	21.7%	.	.
CN(C)C(=O)NC1CCCCCCCCCCC1	6.8%	-3.4%	-1.7%	-8.7%
CSc1nc(NC(C)(C)C)nc(Oc2ccc(=O)[nH]n2)n1	4.1%	7.3%	-0.5%	-0.8%
Cc1cc(NC(=O)c2ccc(Cl)c(Cl)c2)ccc1-c1cc2ccccc2oc1=O	3.8%	10.1%	?	2.1%[10.9 µM]
O=c1c(-c2ccc(O)cc2)coc2c(C3OC(CO)C(O)C(O)C3O)c(O)ccc12 (stereo unspecified)	5.3%	1.9%	.	-6.3%
Cc1cccc(NC(=O)c2cnc3sccn3c2=O)c1C	-18.2%	-10.2%	-0.3%	-4.5%
COC(=O)c1c(NC(=O)CSc2nc3ccccc3c(=O)n2Cc2ccco2)sc(C)c1C	10.6%	4.5%	.	.
CCCCN1CCCC[C@H]1C(=O)Nc1c(C)cccc1C	-5.4%[20.6 µM]	-4.0%[20.6 µM]	0.5%[25.6 µM]	-10.9%
O=C(c1ccccc1)N1CCN(CCc2ccncc2)CC1	-1.3%	21.1%	?	-5.8%[10.9 µM]
COc1cc(OC)c(NC(=O)CN2C(=O)CCn3nc(-c4cccn4C)cc32)cc1Cl	14.9%	-13.9%	1.7%	-13.0%[10.9 µM]
CCOc1ccc(-c2nnc(SCC(=O)Nc3cccc(C#N)c3)o2)cc1	-15.1%	-13.2%	?	-20.3%[10.9 µM]
Cn1c(=O)c2c(ncn2CC(=O)Nc2cccc(C(F)(F)F)c2)n(C)c1=O	-10.7%	10.8%	6.1%	-12.5%[10.9 µM]
O=C1CNC(=O)/C1=C\N1CCN(C(c2ccccc2)c2ccccc2)CC1	1.6%	3.3%	4.0%	-39.9%[inhibitor]
C#CCNc1cc(C)nc2ncnn12	-2.4%	1.6%	-0.5%	4.4%
COc1cc(OC)c(NC(=O)N2CC=C(c3c[nH]c4ccccc34)CC2)cc1Cl	3.1%	-2.6%	?	-4.4%[10.9 µM]
O=C(c1ccco1)n1nc(-c2ccccc2)nc1NCc1ccc(F)cc1	-0.2%	9.1%	-4.0%	-2.6%[10.9 µM]
CC1(C)C(c2ccccc2)=[N+]([O-])CN1O	2.4%	12.4%	-0.1%	0.5%
CCOC(=O)CCc1n[nH]c(=O)[nH]c1=O	0.4%	4.7%	-1.5%	-7.3%
CCc1ccccc1OCCSc1nnc(-c2cc(OC)c(OC)c(OC)c2)o1	-3.3%	0.9%	3.6%	9.6%[10.9 µM]
O=C(Cn1cc2c(n1)CCCC2)NCCCN1CCN(Cc2ccccc2)CC1	4.2%	-3.4%	-0.8%	-17.6%
COc1ccc2[nH]cc(CCNc3cc(-c4ccccc4OC)ncn3)c2c1	-7.7%	-15.1%	-1.3%[11.4 µM]	-10.8%
COc1ccc(-c2cc(C(F)(F)F)nc(SCC(=O)NCCc3ccccc3)n2)cc1OC	-2.8%	-15.5%	-2.3%	-10.8%[10.9 µM]
CCCCCC(=O)Nc1ccc(NC(=O)c2cc3ccccc3o2)c(OC)c1	-1.1%	-21.1%	-4.9%	-14.3%[10.9 µM]
CCCN(C/C=C\I)[C@@H]1CCc2cccc(O)c2C1	3.9%	-7.1%	?	-11.0%
C=Cc1ccc(Cn2c(C)c(CNCCc3ccc(OCC)cc3)c(C(=O)O)c2C)cc1	-2.2%	-8.8%	?	-8.0%[10.9 µM]
COc1cc(NC(=O)CN2C(=O)C(c3ccc(C)cc3)=NC23CCCCCC3)cc(OC)c1	-9.6%	?	-0.7%	-3.8%[10.9 µM]
Cc1ccc(-n2c(SCCC(C)C)nc3sc4c(c3c2=O)CC(C)(C)OC4)cc1	-3.5%	12.8%	0.6%	12.9%[10.9 µM]
Cc1cccc(N2CC(C)Cn3c2nc2c3c(=O)n(CC(=O)O)c(=O)n2C)c1 (stereo unspecified)	-7.4%	10.1%	-0.2%	-6.7%[10.9 µM]
Cc1nc(NCc2ccco2)[nH]c(=O)c1CCC(C)C	2.3%	12.1%	-1.3%	-6.4%
CCOC(=O)c1c(C)[nH]c(C(=O)OCC(=O)Nc2cc(C)ccc2OC)c1C	-1.2%	?	-0.6%	3.5%
CCOC(=O)CSCC(=O)Nc1c(C(=O)C2CC2)oc2ccccc12	2.6%	24.8%	.	.
Cc1ccc(-c2nc3c4ccccc4n(CC(=O)N4CCN(c5ccccc5F)CC4)c(=O)n3n2)cc1	-6.0%	-4.5%	2.2%	26.1%[10.9 µM]
CCOc1ccccc1NS(=O)(=O)c1ccc(Br)s1	0.0%	3.4%	3.5%	-9.4%
N#Cc1c(-c2ccccc2)cc(-c2ccccc2)nc1SCC(O)CS(=O)(=O)Cc1ccc(Cl)cc1 (stereo unspecified)	19.0%	-3.9%	7.4%	-15.2%[10.9 µM]
O=C(CN1CCOCC1)Nc1scc(-c2ccccc2)c1C(=O)N1CCOCC1	-3.5%	-3.0%	0.4%	0.1%
CC1(C)OC(=O)C(=CNc2ccccc2F)C(=O)O1	3.6%	14.2%	-2.2%	-7.4%

Bioassay records deposited in PubChem BioAssay by National Center for Advancing Translational Sciences (NCATS).
